ROS inducer = ROS inducers in U2OS cancer cells, primary screen, cell-based, H2DCF-DA fluorescence. U2OS ROS induction. ROS induction (% of piperlongumine), % at 10 µM. 2% of 46,000 active. AID 624156, 2012; in the data active = ROS induction above about 79%, passing the limit was not always enough; inconclusive = no clear call, values can overlap the other calls;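 also: 0% = DMSO vehicle median and 100% = reference compound median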
Numbers without * were called inactive; ? = inconclusive; & = joins results of further samples. Only part of the results is shown; count on the stated rates, not on these rows.

SMILES | ROS inducer
Cc1cccc(-c2nnc(SCC(=O)Nc3cc(F)ccc3C)n2-c2ccccc2)c1 | 8.1
COc1ccc(S(=O)(=O)Nc2ccc3c(c2)C(=O)N([C@H](C)CO)C[C@@H](C)[C@@H](CN(C)Cc2ccc(Oc4ccccc4)cc2)O3)cc1 | 32.5
CCc1nc(-n2nnc3cc(C)c(C)cc32)c2c3c(sc2n1)CCCC3 | 12.0
COc1ccc(NC(=O)N(C)C[C@H]2Oc3c(NC(=O)c4ccc(-c5nccs5)cc4)cccc3C(=O)N([C@H](C)CO)C[C@H]2C)cc1 | -4.9
COc1ccc(Cl)cc1N(CC(=O)Nc1cccc(Cl)c1C)S(C)(=O)=O | -3.4
C[C@@H]1CN([C@H](C)CO)C(=O)c2cccc(NS(C)(=O)=O)c2O[C@H]1CN(C)Cc1ccc(-c2ccccc2)cc1 | 1.6
C[C@H]1CN([C@@H](C)CO)C(=O)Cc2cc(NC(=O)CCC(F)(F)F)ccc2O[C@H]1CN(C)C(=O)Nc1ccc(F)cc1 | 8.5
CC(C)=CCC1C(=O)C(=O)c2ccccc2C1=O (stereo unspecified) | -8.4
C[C@@H]1CN([C@@H](C)CO)C(=O)c2cc(NC(=O)CCC(F)(F)F)ccc2O[C@H]1CN(C)C(=O)Nc1ccc(C(F)(F)F)cc1 | 4.8
COC(=O)c1sc(C(C)(C)C)cc1CS(=O)(=O)c1cc(C)c(Cl)cc1C | 31.2
Cc1cc(C(=O)Sc2cccc(C(F)(F)F)c2)nn1C(C)(C)C | 50.3
Cc1ccc(OCC(=O)Nc2cccc(-c3nc4cc(Cl)ccc4o3)c2C)c(C)c1 | -0.5
CCOC(=O)c1nc2ccccc2s1 | -2.6
CSc1sc(-c2ccon2)c(-c2ccco2)c1C#N | 34.7
COc1ccc(C2CC(=O)c3cnc(NCCc4ccccc4)nc3C2)cc1 (stereo unspecified) | 29.2
C[C@@H]1CN([C@@H](C)CO)C(=O)c2cc(NS(=O)(=O)c3ccc(Cl)cc3)ccc2O[C@@H]1CN(C)Cc1ccncc1 | -3.5
COc1cc2c(cc1OC)C(c1ccc(Cl)cc1)=NCC2 | -2.3
CC1(O)CC(=O)c2c(ccc3c2C(=O)c2cccc(O)c2C3=O)C1 (stereo unspecified) | -7.6
Cc1ccc(S(=O)(=O)Nc2ccc3c(c2)C(=O)N([C@@H](C)CO)C[C@H](C)[C@@H](CN(C)Cc2ccc(Oc4ccccc4)cc2)O3)cc1 | 109.9*
C[C@@H]1CN([C@@H](C)CO)C(=O)Cc2cc(NS(=O)(=O)c3ccc(F)cc3)ccc2O[C@@H]1CN(C)S(=O)(=O)c1ccc(F)cc1 | 0.0
COc1ccc(N(CC(=O)Nc2ccccc2F)S(C)(=O)=O)cc1Cl | 3.9
C[C@H](CO)N1C[C@H](C)[C@H](CN(C)S(C)(=O)=O)Oc2ccc(NC(=O)Nc3ccccc3)cc2CC1=O | 16.8
Cc1noc(C)c1NC(=O)N(C)C[C@H]1Oc2c(NC(=O)Nc3cccc4ccccc34)cccc2C(=O)N([C@@H](C)CO)C[C@@H]1C | -5.4
C[C@@H]1CN([C@@H](C)CO)C(=O)c2cccc(NC(=O)Nc3ccc(F)cc3)c2O[C@@H]1CN(C)Cc1ccc(Oc2ccccc2)cc1 | 32.5
Cc1cc(C(=O)Nc2cccc3c2O[C@@H](CN(C)C(=O)NC(C)C)[C@@H](C)CN([C@H](C)CO)C3=O)n(C)n1 | -3.1
Clc1ccccc1C1SCC2Nc3ccccc3CN21 (stereo unspecified) | -6.5
C[C@@H]1CN([C@H](C)CO)C(=O)c2cccc(NC(=O)Nc3ccc4c(c3)OCO4)c2O[C@@H]1CN(C)Cc1ccccc1 | 4.0
Cc1noc(C)c1S(=O)(=O)N(C)C[C@H]1OCCCC[C@@H](C)Oc2ccc(NC(=O)Nc3ccc4c(c3)OCO4)cc2C(=O)N([C@H](C)CO)C[C@@H]1C | 68.4
COc1ccc(OC)c(NC(=O)c2ccc(CSc3ncnc4nc[nH]c34)cc2)c1 | 19.5
COC(=O)c1ccccc1NC(=O)c1ccc(NC(=O)COc2ccccc2)cc1 | 7.3
CCC(SC1=NCCS1)C(=O)Nc1ccc(NC(C)=O)cc1 (stereo unspecified) | 12.5
Cc1ccc(S(=O)(=O)Nc2ccc3c(c2)C(=O)N([C@H](C)CO)C[C@@H](C)[C@H](CN(C)C(=O)NC(C)C)O3)cc1 | 4.3
O=C(COc1nnc(SCCS(=O)(=O)c2ccc(F)cc2)n1C1CC1)c1ccc(F)cc1 | -3.4
Cc1ccc(S(=O)(=O)NCCC(=O)N2CCN(Cc3ccccc3)CC2)cc1 | -7.6
C[C@H](CO)N1C[C@H](C)[C@H](CN(C)Cc2ccc(-c3ccccc3)cc2)Oc2c(NS(=O)(=O)c3cn(C)cn3)cccc2C1=O | 8.2
C[C@@H]1CN([C@H](C)CO)C(=O)c2cc(NC(=O)Nc3cccc4ccccc34)ccc2O[C@@H]1CN(C)C | 2.6
C[C@@H]1CN([C@H](C)CO)C(=O)Cc2cc(NS(=O)(=O)c3ccc(F)cc3)ccc2O[C@@H]1CN(C)S(=O)(=O)c1ccccc1 | 9.5
CCOC(=O)c1cnc(S/C=C/C(=O)c2ccc(C)cc2)nc1N | 10.5
CCN(CC)C(=O)c1ccc(COc2ccccc2Cl)o1 | 1.8
Cc1ccc(S(=O)(=O)N(C)C[C@@H]2Oc3ncc(-c4ccccc4)cc3C(=O)N([C@H](C)CO)C[C@@H]2C)cc1 | 17.2
CCC1CCCCN1S(=O)(=O)c1ccc(Cl)cc1 (stereo unspecified) | -11.4
COc1ccc2oc(=O)c3c(c2c1)CC(C(F)(F)F)S3 (stereo unspecified) | 7.8
C[C@H](CO)N1C[C@H](C)[C@H](CN(C)S(=O)(=O)c2cn(C)cn2)Oc2ccc(NC(=O)CCN3CCOCC3)cc2C1=O | -10.0
COc1ccc(OCC2c3cc(OC)c(OC)cc3CCN2C(=O)Nc2ccc(Cl)cc2)cc1 (stereo unspecified) | 44.9
COC(=O)C1=CN(C(C(=O)OC)c2ccccc2)C=C(C(=O)OC)C1c1ccc(F)cc1 (stereo unspecified) | 35.0
COc1ccc(S(=O)(=O)Nc2cccc3c2O[C@H](CN(C)Cc2ccc(Oc4ccccc4)cc2)[C@H](C)CN([C@H](C)CO)C3=O)cc1 | 46.6
CCOc1ccc2nc(C34CC5CC(CC(C5)C3)C4)ccc2c1 | 50.2
O=C(Nc1ccc(-c2nc3ccccc3o2)c(O)c1)c1cc(-n2cnnc2)ccc1Cl | 37.7
O=C(CSc1nnc(-c2ccncc2)n1-c1ccc(Cl)cc1)Nc1ccc(F)cc1F | -0.7
C[C@H]1CN([C@@H](C)CO)C(=O)c2cccc(NC(=O)Nc3ccc(F)cc3)c2O[C@@H]1CN(C)C(=O)Nc1ccc(C(F)(F)F)cc1 | -9.6
CC1(C)COC(CCC/C=N/NC(=O)CCCCCC(=O)O)OC1 | -10.3
Cc1c(N=C2SCC(=O)N2/N=C\c2ccc(Br)cc2)c(=O)n(-c2ccccc2)n1C | -2.4
C[C@H](CO)N1C[C@H](C)[C@@H](CN(C)Cc2ccc(Oc3ccccc3)cc2)Oc2c(NC(=O)C3CCCCC3)cccc2C1=O | ?
Cc1ccc(C)c(NC(=O)CSc2n[nH]c(-c3ccncc3)n2)c1 | -1.6
COc1cc2[nH]c(=S)n(CCc3ccccc3)c(=O)c2cc1OC | 26.3
C[C@H](CO)N1C[C@H](C)[C@H](CN(C)CC2CCCCC2)Oc2ccc(NC(=O)CCN3CCOCC3)cc2C1=O | -0.6
NC(=O)C1CCN(C(=O)CSc2ccccn2)CC1 | -7.9
O=S(=O)(c1ccccc1)c1ccc(S(=O)(=O)N2CCCCC2)s1 | 18.6
Cc1noc(C)c1S(=O)(=O)Nc1ccc2c(c1)C(=O)N([C@H](C)CO)C[C@@H](C)[C@@H](CN(C)Cc1ccc(Oc3ccccc3)cc1)O2 | 16.9
CC(C)NC(=O)Nc1ccc2c(c1)C(=O)N([C@H](C)CO)C[C@H](C)[C@H](CN(C)S(=O)(=O)c1cn(C)cn1)OCCCC[C@@H](C)O2 | 4.1
The list continues.
SMILES | ROS inducer
CC1CC(Nc2ccccc2)c2ccccc2N1C(=O)c1ccncc1 (stereo unspecified) | -8.5
Cc1ccc(S(=O)(=O)N(C)C[C@H]2Oc3ccc(NC(=O)C4CCCCC4)cc3C(=O)N([C@@H](C)CO)C[C@H]2C)cc1 | -1.1
C[C@@H]1CCCCO[C@H](CN(C)Cc2ccncc2)[C@@H](C)CN([C@H](C)CO)C(=O)c2cc(NS(=O)(=O)c3ccccc3)ccc2O1 | 4.4
C[C@@H]1CN([C@@H](C)CO)C(=O)c2cc(NC(=O)CCN3CCOCC3)ccc2O[C@H]1CN(C)Cc1ccc(C(=O)O)cc1 | -3.9
COC(=O)c1c(C)nn(C(=O)c2ccc(C)cc2)c1-c1cc(C)on1 | -5.5
C[C@@H]1CN([C@@H](C)CO)C(=O)c2cc(NS(=O)(=O)c3cn(C)cn3)ccc2O[C@@H]1CN(C)S(=O)(=O)c1cccs1 | -5.3
C[C@H](CO)N1C[C@H](C)[C@H](CN(C)S(=O)(=O)c2cccs2)Oc2ccc(NC(=O)C3CCCCC3)cc2CC1=O | 2.7
C[C@@H]1CN([C@H](C)CO)C(=O)Cc2cc(N(C)C)ccc2O[C@@H]1CN(C)Cc1ccncc1 | -7.9
Cc1nc(N)sc1-c1nnc(SCC(=O)Nc2ccccc2C(F)(F)F)n1C | 5.9
CCCCn1c2ccccc2c2nc3ccccc3nc21 | ?
Cc1ccc(S(=O)(=O)N(C)C[C@@H]2Oc3ccc(NC(=O)C4CCCCC4)cc3CC(=O)N([C@H](C)CO)C[C@@H]2C)cc1 | -0.9
Brc1cccc(CNc2nc3ccccc3n2CCN2CCOCC2)c1 | 31.1
C[C@@H]1CN([C@H](C)CO)C(=O)c2cc(NC(=O)CCCCCC(=O)Nc3ccccc3N)ccc2O[C@@H]1CN(C)C | -8.1
COC(=O)c1sc(NC(=O)COc2ccc(C(C)C)cc2)c(C#N)c1C | 6.0
COc1ccc(NC(=O)Nc2cccc3c2O[C@@H](CN(C)S(=O)(=O)c2ccc(C)cc2)[C@H](C)CN([C@@H](C)CO)C3=O)cc1 | -3.6
CCc1ccc(C(Nc2ccccn2)c2cc(Cl)c3cccnc3c2O)cc1 (stereo unspecified) | 28.2
C[C@@H]1CN([C@H](C)CO)C(=O)c2cccc(NC(=O)Nc3ccccc3)c2O[C@H]1CN(C)C(=O)Nc1ccc(C(F)(F)F)cc1 | -1.8
Cc1cccc(-c2nnc(SCC(=O)Nc3cc(C(F)(F)F)cc(C(F)(F)F)c3)n2C)c1 | 9.4
Nc1nc2ccc(OC(F)(F)F)cc2s1 | -3.5&-5.4
C[C@H]1CN([C@@H](C)CO)C(=O)c2cc(NC(=O)Cn3cnnn3)ccc2O[C@@H]1CN(C)Cc1ccc(Oc2ccccc2)cc1 | -5.5

Not a retest: entries from further up.
SMILES | ROS inducer
COc1ccc(NC(=O)Nc2cccc3c2O[C@@H](CN(C)S(=O)(=O)c2ccc(C)cc2)[C@H](C)CN([C@@H](C)CO)C3=O)cc1 | -3.6
CCc1ccc(C(Nc2ccccn2)c2cc(Cl)c3cccnc3c2O)cc1 (stereo unspecified) | 28.2

The listing picks up, starting 2 compounds before the break.
SMILES | ROS inducer
Nc1nc2ccc(OC(F)(F)F)cc2s1 | -3.5&-5.4
C[C@H]1CN([C@@H](C)CO)C(=O)c2cc(NC(=O)Cn3cnnn3)ccc2O[C@@H]1CN(C)Cc1ccc(Oc2ccccc2)cc1 | -5.5
O=C1c2ccccc2[C@](Cc2ccccc2I)(C(=O)NCc2ccccc2)[C@H](c2ccc(CO)cc2)N1C1CCCCC1 | 55.4
Cc1ccc(S(=O)(=O)N(C)C[C@@H]2Oc3ccc(NC(=O)CCN4CCOCC4)cc3C(=O)N([C@@H](C)CO)C[C@@H]2C)cc1 | -16.1
COc1ccc(S(=O)(=O)Nc2cccc3c2O[C@@H](CN(C)S(=O)(=O)c2ccc(Cl)cc2)[C@@H](C)CN([C@@H](C)CO)C3=O)cc1 | -10.7
C[C@@H]1CN([C@H](C)CO)C(=O)Cc2cc(NC(=O)C3CCCCC3)ccc2O[C@@H]1CN(C)S(=O)(=O)c1ccc(Cl)cc1 | -1.2
CC(=O)c1cccc(N(CC(=O)Nc2ccc(Br)cc2F)S(C)(=O)=O)c1 | -10.2
Cc1ccc(S(=O)(=O)Nc2ccc3c(c2)C(=O)N([C@@H](C)CO)C[C@@H](C)[C@@H](CN(C)S(=O)(=O)c2cccs2)O3)cc1 | 4.1
C[C@H](CO)N1C[C@H](C)[C@H](CN(C)Cc2ccc3c(c2)OCO3)Oc2ccc(NS(=O)(=O)c3cn(C)cn3)cc2C1=O | -17.0
CCc1ccc(/C=C2\Cc3ccccc3C2=O)cc1 | 62.5
O=C(O)c1cc(N(Cc2ccccc2O)Cc2cc(O)ccc2O)ccc1O | 3.4
N#Cc1c(NC(=O)Cn2ccc([N+](=O)[O-])n2)sc2c1CCC2 | 0.9
C[C@@H]1CN([C@H](C)CO)C(=O)Cc2cc(NC(=O)Cc3cn(C)c4ccccc34)ccc2O[C@H]1CN(C)Cc1ccccc1 | 2.6
C[C@@H]1CN([C@@H](C)CO)C(=O)Cc2cc(NS(=O)(=O)c3cccs3)ccc2O[C@@H]1CN(C)Cc1ccc(Cl)c(Cl)c1 | 25.5
COc1ccc(NC(=O)Nc2ccc3c(c2)CC(=O)N([C@@H](C)CO)C[C@@H](C)[C@@H](CN(C)S(=O)(=O)c2cn(C)cn2)O3)cc1 | 90.2*
C[C@@H]1CCCCO[C@H](CN(C)C(=O)c2ccncc2)[C@@H](C)CN([C@H](C)CO)C(=O)c2cc(NC(=O)c3ccccc3)ccc2O1 | -1.8

Taken from above:
C[C@@H]1CN([C@@H](C)CO)C(=O)Cc2cc(NS(=O)(=O)c3cccs3)ccc2O[C@@H]1CN(C)Cc1ccc(Cl)c(Cl)c1 in ROS inducer → 25.5
CCc1ccc(/C=C2\Cc3ccccc3C2=O)cc1 in ROS inducer → 62.5
CC(=O)c1cccc(N(CC(=O)Nc2ccc(Br)cc2F)S(C)(=O)=O)c1 in ROS inducer → -10.2
COc1ccc(NC(=O)Nc2ccc3c(c2)CC(=O)N([C@@H](C)CO)C[C@@H](C)[C@@H](CN(C)S(=O)(=O)c2cn(C)cn2)O3)cc1 in ROS inducer → 90.2*
